Assay outcomes from PubChem.
hcGAS lum – inhibitors of human cGAS; 290,000 compounds, 0.081% hits; recombinant h-cGAS, ATP depletion, Kinase-Glo luminescence; Q8N884; inhibition, % at 12.5 µM;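 note: 0% = vehicle reaction and 100% = reaction without DNA for no activity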
Target sequence (Q8N884 whole entry, looked up): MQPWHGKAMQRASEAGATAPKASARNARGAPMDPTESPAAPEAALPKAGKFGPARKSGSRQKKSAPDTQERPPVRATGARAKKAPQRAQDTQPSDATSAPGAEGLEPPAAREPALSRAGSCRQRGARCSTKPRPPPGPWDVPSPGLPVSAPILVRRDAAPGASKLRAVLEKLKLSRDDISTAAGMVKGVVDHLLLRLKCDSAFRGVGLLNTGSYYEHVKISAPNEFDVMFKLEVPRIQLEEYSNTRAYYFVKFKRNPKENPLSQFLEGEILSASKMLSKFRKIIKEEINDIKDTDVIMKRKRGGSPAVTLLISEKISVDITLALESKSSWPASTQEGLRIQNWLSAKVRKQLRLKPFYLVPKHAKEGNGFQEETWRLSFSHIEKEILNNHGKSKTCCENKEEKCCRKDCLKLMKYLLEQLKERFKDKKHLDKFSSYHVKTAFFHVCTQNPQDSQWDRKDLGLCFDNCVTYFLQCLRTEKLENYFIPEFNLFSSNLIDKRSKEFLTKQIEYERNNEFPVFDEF
mcGAS lum – inhibitors of mouse cGAS | AID 1259399 | 160,000 compounds, 0.15% hits | recombinant cGAS, Kinase-Glo ATP depletion luminescence | inhibition, % at 12.5 µM | Q8C6L5;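 note: 0% = negative control wells and 100% = reference inhibitor with no enzyme activity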
NPYLR7 agonist – activates Aedes aegypti NPYLR7 receptor; 270,000 compounds, 0.15% hits; activation, % at 10 µM; HEK293T NPYLR7/Galpha15, GCaMP6s calcium fluorescence; in the data active = activation above about 40%;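 note: 0% = vehicle and 100% = reference agonist at the receptor; some compounds past the cut are filed as inactive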
Starred values were filed as active, the others as inactive; · = not tested or not shown; & = joins results of further samples. Cut-off read from the data, not from the text of the source, unless noted: active = inhibition above about 40%; inactive = the rest.

entry	SMILES	hcGAS lum	mcGAS lum	NPYLR7 agonist
1	CCC(=O)Nc1ccc(N(C)C)c(CN(C(=O)c2cccc(C)c2)C(C)C(C)C)c1 (stereo not given)	-5	-10	·
2	CC(C)CC(=O)N1CCC(C(=O)c2c(F)cc(F)cc2F)CC1	-4	·	1
3	Cc1cc(NC(=O)/C=C/c2ccccc2)n(-c2ncnc3c2cnn3-c2ccc(F)cc2)n1	-4	-1	2
4	CCN(CC)C(=O)C1CCCN(C(=O)c2cccc(Br)c2)C1 (stereo not given)	-4	-4	0
5	O=C(CSc1nc2ccccc2[nH]1)N/N=C\c1ccncc1	0	-4	2
6	Cc1cc(C)n2nc(SCc3cc(=O)n4c(C)csc4n3)nc2n1	-6	·	-2
7	O=C(Nc1nnc(-c2ccc(Br)cc2)s1)C1CCCN1C(=O)c1ccc(Cl)c([N+](=O)[O-])c1 (stereo not given)	0	3	-4
8	COc1ccc(C2CNCC2C(=O)NCc2cccnc2)c(OC)c1 (stereo not given)	-9	·	24
9	CC1(C(=O)NS(=O)(=O)c2cccc(OC(F)F)c2)CCN1C(=O)c1cccc(F)c1 (stereo not given)	-9	·	1
10	CC(c1nc2ccccc2c(=O)[nH]1)N1CCCC1c1ccc2c(c1)OCCCO2 (stereo not given)	-15	-6	15
11	COc1ccc(C(CC(=O)N2CCN(C/C=C/c3ccccc3)CC2)c2c[nH]c3ccccc23)cc1 (stereo not given)	-5	-4	13
12	Cc1[nH]n(-c2ccccc2)c(=O)c1N=Nc1ccc(I)cc1	-2	-2	-4
13	CNc1ncccc1C(=O)N(CCOC)Cc1ccc(C)cc1	-10	-12	8
14	CN(CC(=O)Nc1cccc(F)c1)Cc1csc(-c2cccc(Br)c2)n1	-7	-7	7
15	COc1ccc(-c2nc(CSc3nnc(-c4ccncc4)n3-c3ccc(OC)cc3)cs2)cc1	-3	·	-1

(list continues)
entry	SMILES	hcGAS lum	mcGAS lum	NPYLR7 agonist
16	Cc1cc(C)cc(-n2ccnc(SCC(=O)Nc3ccc(C)cc3C)c2=O)c1	-5	-10	1
17	CCn1cc(NC(=O)N2CCN(C)CC2)c2ccccc21	-5	-11	-1
18	O=C(CNC(=O)c1ccccc1)N=Nc1c(O)[nH]c2ccccc12	-7&-4	-7&-5	-7&15
19	Cc1csc(SCc2csc(Cc3ccc(F)cc3Cl)n2)n1	-6	-8	2
20	COc1ccccc1-c1cc(C(=O)N2CCN(S(=O)(=O)C3CC3)CC2)[nH]n1	-4	·	0
21	CCCCOc1ccc(S(=O)(=O)NC(=O)C2(C)CCN2C(=O)c2c(C)noc2C)cc1 (stereo not given)	-9	·	2
22	Cc1nc(CN2CCOc3c(O)cc(-c4ccccc4C)cc3C2)co1	-4	-13	-4
23	O=C(c1ccc(CSc2nc(-c3ccccc3)cs2)cc1)N1C2CCC1CC(Oc1ccc(F)cc1F)C2 (stereo not given)	-1	-6	21
24	CCCCC(=O)N1CCN(c2cc(Oc3cccc(OC)c3)ncn2)CC1C (stereo not given)	-1	-5	·
25	CCN1CCN(C2=C(c3c(-c4ccccc4)[nH]n(-c4ccccc4)c3=O)C(=O)N(c3ccc4c(c3)OCO4)C2=O)CC1	-9	-10	1
26	CCn1nc(C(=O)N2CCSCC2)c2c1CCC(NCc1ccc(OC(F)(F)F)cc1)C2 (stereo not given)	-18	-7	20
27	CCc1ccc(N2CCn3c2nc2c3c(=O)n(CC)c(=O)n2C)cc1	-8	·	1
28	Cn1cc(CNCC2CN(C3CC3)CCO2)c(-c2ccncc2)n1 (stereo not given)	-8	·	3
29	CN(C)CCNC(=O)CCN1C(=O)CSC1c1cccc(C(F)(F)F)c1 (stereo not given)	4	1	2
30	CC1(C(=O)NCc2ccccc2Br)CCN1Cc1ccc(-c2ccccc2)o1 (stereo not given)	-9	·	7

An excerpt from above with just NPYLR7 agonist and hcGAS lum.
cpd	Molecule	NPYLR7 agonist	hcGAS lum
29	CN(C)CCNC(=O)CCN1C(=O)CSC1c1cccc(C(F)(F)F)c1 (stereo not given)	2	4
30	CC1(C(=O)NCc2ccccc2Br)CCN1Cc1ccc(-c2ccccc2)o1 (stereo not given)	7	-9

Following part.
entry	SMILES	hcGAS lum	mcGAS lum	NPYLR7 agonist
31	CN(Cc1ccc(O)cc1)C(=O)C1=NOC(c2ccccc2)C1 (stereo not given)	-7&-5	·	5&-4
32	OC1CCN(c2ccnc(-c3cccc4[nH]ccc34)n2)C1 (stereo not given)	0&-9	·	-7&0
33	CCCC(NC(=O)C(C)N1CCN(Cc2cc(C)no2)CC1)c1ccccc1 (stereo not given)	-7	·	14
34	O=C(c1cccc2ccccc12)N1CCN(CC(OCc2ccc(C(F)(F)F)cc2)c2ccc(Cl)cc2)CC1 (stereo not given)	-6	-7	·
35	Cc1cc2c(C)nc(N3CCC(N4CCCN(C(=O)c5ccco5)CC4)CC3)nc2cc1F	-5	-24	7
36	c1cc(C2CN(c3cc(N4CCOCC4)ncn3)C2)ccn1	0	-16	24
37	N#C/C(=C\c1ccc(Br)cc1)c1nn(CCO)c(N)c1C#N	-4	·	3
38	CCCCCCCCCCCCCC(=O)N1CCCC1C(=O)Nc1nnc(-c2ccc(C)cc2)s1 (stereo not given)	-4	-3	10
39	O=C1CC(C(=O)N2CCN(Cc3cccc(-c4noc(C5CCCC5)n4)c3)CC2)CN1Cc1ccccc1 (stereo not given)	-2	-5	3
40	O=C(C=Cc1ccc(F)cc1)c1ccc([N+](=O)[O-])cc1	-3	·	-11
41	COC(=O)c1ccc(S(=O)(=O)Nc2ccsc2C(=O)OC)cc1	-6	·	2
42	Cc1ccc(-n2c(=O)[nH]c3c(C(N)=O)nc(-c4ccco4)nc32)cc1	-7	·	1
43	Cc1cc(Br)c(NC(=O)CN2CCN(C(=O)C3CC3)CC2)c(Br)c1	4	-1	2
44	CCOC(=O)N1CCN(/C=C(\C#N)S(=O)(=O)c2ccc(Cl)cc2)CC1	-3	·	4
45	Cn1nc(C(=O)N2CCC3(CCCNC3)C2)c2ccccc21 (stereo not given)	-3	·	-1

Additional entries.
entry	SMILES	hcGAS lum	mcGAS lum	NPYLR7 agonist
46	CN(Cc1nc2ccccc2[nH]1)C(=O)c1ccc(Cn2cnnn2)cc1	-6	-9	10
47	O=C(O)COc1ccccc1CN1CCCC2(C1)C(=O)Nc1ccccc12 (stereo not given)	-1	-16	2
48	Cc1n[nH]c(C)c1C(NC(=O)c1ccc(N(C)C)cc1)C(=O)O (stereo not given)	-8	·	4
49	CC(=O)Nc1ccc(Cl)c(C(=O)N(C)C2CCOC(C)(C)C2)c1 (stereo not given)	-6	·	3
50	O=C(CSc1nncs1)N1CCN(C(=O)CSc2nncs2)CC1	-7	·	2
51	COc1cccc2cc(-c3nnc(NC(=O)Cc4ccc(Cl)s4)o3)oc12	2	·	7
52	CC(C)C(NC(=O)N1CCCN(C=O)CC1)c1ccc(F)cc1 (stereo not given)	-5	-17	4
53	Cc1cnc(C(=O)OCC(=O)Nc2ccc(Cl)cc2F)cn1	-4	·	2
54	Cc1cc(C)nc(SCc2cc(=O)c(OC(=O)c3cccc(Cl)c3)co2)n1	-5	-7	-12
55	Cc1sc(NC(=O)C(C)C)c(C(=O)N2C[C@H]3C[C@H](O)[C@@H](O)C[C@H]3C2)c1C	-6	-11	5
56	COC(=O)C1CCN(C(c2ccc(C)cc2)C2Sc3nc(C)nn3C2=O)CC1 (stereo not given)	-10	·	0
57	Cn1ccnc1CN1CCC(CCCc2ccccc2)(C(=O)O)CC1	-4	-15	·
58	Cc1cnn(-c2ccc(C(C)N)cc2F)c1 (stereo not given)	-15	·	6
59	CCCCN(C=O)c1c(CC)nc2c(OCc3ccc(Cl)cc3Cl)cccn12	-6	-3	2
60	COc1ccc(CCOC(=O)[C@@H]2CCCN2C(=O)c2cccc([N+](=O)[O-])c2)cc1OC	-3	-4	16

Additional results.
entry	SMILES	hcGAS lum	mcGAS lum	NPYLR7 agonist
61	O=C(c1scc2c1CCCC2)N1CC[C@H]2CC[C@@H](C1)N2	-4	·	0
62	COc1ccc(C2CC(c3cccs3)=NN2C(=O)c2ccc(Br)o2)cc1 (stereo not given)	-14	·	3
63	COc1cc(OC)cc(C(=O)OCCCN=C2NS(=O)(=O)c3ccccc32)c1	-4	-9	2
64	C=CCn1cc(CN2CCN(c3cc(C(C)C)nc(C)n3)CC2)c(C)n1	-7	-12	3
65	Clc1ccc2c(c1)C(C1=NCCN1)c1ccccc1CS2 (stereo not given)	-9	·	-4
66	O=C1OC(c2ccccc2Br)=N/C1=C\C(Cl)=C\c1ccccc1	0	·	3
67	O=C(NCc1cccnc1)c1cnn2c1NC(c1ccc(F)cc1)CC2C(F)(F)F (stereo not given)	-5	-7	15
68	O=C(NC1CCN(C/C=C/c2ccccc2)CC1)c1ccccc1	-18	·	7
69	CCCC[C@@H](C=O)NC(=O)[C@H](CC(C)C)NC(=O)OCc1ccccc1	-3	·	-18
70	CC(C)CNC(=O)c1cc(-c2ccccc2F)nc2cc(C(C)(C)C)nn12	-4	-7	1
71	COc1ccccc1CN(Cc1ccc2[nH]ccc2c1)C1CC1	-2	·	6
72	CN(C(=O)CN1CCCC1c1ccc2c(c1)OCCCO2)c1ccc([N+](=O)[O-])cc1 (stereo not given)	-8	-8	0
73	COc1ccccc1CN(Cc1ccc(F)cc1)CC(O)COCc1ccco1 (stereo not given)	-5	-5	29
74	COc1ccc2c(=O)cc(C(=O)O)oc2c1CCl	-1	·	-3
75	COc1ccccc1-n1c(SCc2nc(C(=O)N3CCN(Cc4ccc5c(c4)OCO5)CC3)cs2)nnc1-c1cccnc1	-2	-5	12

Records 55–72, reprinted for reference:
entry	SMILES	hcGAS lum	mcGAS lum	NPYLR7 agonist
55	Cc1sc(NC(=O)C(C)C)c(C(=O)N2C[C@H]3C[C@H](O)[C@@H](O)C[C@H]3C2)c1C	-6	-11	5
56	COC(=O)C1CCN(C(c2ccc(C)cc2)C2Sc3nc(C)nn3C2=O)CC1 (stereo not given)	-10	·	0
57	Cn1ccnc1CN1CCC(CCCc2ccccc2)(C(=O)O)CC1	-4	-15	·
58	Cc1cnn(-c2ccc(C(C)N)cc2F)c1 (stereo not given)	-15	·	6
59	CCCCN(C=O)c1c(CC)nc2c(OCc3ccc(Cl)cc3Cl)cccn12	-6	-3	2
60	COc1ccc(CCOC(=O)[C@@H]2CCCN2C(=O)c2cccc([N+](=O)[O-])c2)cc1OC	-3	-4	16
61	O=C(c1scc2c1CCCC2)N1CC[C@H]2CC[C@@H](C1)N2	-4	·	0
62	COc1ccc(C2CC(c3cccs3)=NN2C(=O)c2ccc(Br)o2)cc1 (stereo not given)	-14	·	3
63	COc1cc(OC)cc(C(=O)OCCCN=C2NS(=O)(=O)c3ccccc32)c1	-4	-9	2
64	C=CCn1cc(CN2CCN(c3cc(C(C)C)nc(C)n3)CC2)c(C)n1	-7	-12	3
65	Clc1ccc2c(c1)C(C1=NCCN1)c1ccccc1CS2 (stereo not given)	-9	·	-4
66	O=C1OC(c2ccccc2Br)=N/C1=C\C(Cl)=C\c1ccccc1	0	·	3
67	O=C(NCc1cccnc1)c1cnn2c1NC(c1ccc(F)cc1)CC2C(F)(F)F (stereo not given)	-5	-7	15
68	O=C(NC1CCN(C/C=C/c2ccccc2)CC1)c1ccccc1	-18	·	7
69	CCCC[C@@H](C=O)NC(=O)[C@H](CC(C)C)NC(=O)OCc1ccccc1	-3	·	-18
70	CC(C)CNC(=O)c1cc(-c2ccccc2F)nc2cc(C(C)(C)C)nn12	-4	-7	1
71	COc1ccccc1CN(Cc1ccc2[nH]ccc2c1)C1CC1	-2	·	6
72	CN(C(=O)CN1CCCC1c1ccc2c(c1)OCCCO2)c1ccc([N+](=O)[O-])cc1 (stereo not given)	-8	-8	0

(continued)
entry	SMILES	hcGAS lum	mcGAS lum	NPYLR7 agonist
76	CC(C)c1cc(C(=O)NCCS(=O)(=O)N(C)C)on1	-1	-11	-2
77	O=C(C1=C(N2CCCCC2)c2ccccc2S(=O)(=O)N1)c1ccccc1	-4	·	2
78	Cc1ccc(N2CCN(N=C/C=C3/N(C)c4ccccc4C3(C)C)CC2)cc1	-2	·	6
79	O=C(Nc1ccc(N2CCOCC2)cc1)c1csc([C@@H]2C[C@H](O)[C@@H](CO)O2)n1	-10	-8	1
80	CC1CCCC2(C1)C1=C(CCC1)N=C(SCC(=O)Nc1ccccc1)C2C#N (stereo not given)	-4	·	-2
81	O=C(CCN(CCc1ccccc1)c1nc(-c2cccs2)nc2ccccc12)N1CCOCC1	-1	1	14
82	COc1ccc(-c2nc(CN(CCO)Cc3ccccc3)c(C)o2)c2ccccc12	7	0	-4
83	COc1cccc(-c2nnc3ccc(OCCNC(=O)Nc4cccc(C)c4)nn23)c1	-9	-9	2
84	CC(C)C(NC(=O)C12CC3CC(CC(C3)C1)C2)C(=O)N/N=C\c1ccccc1C(F)(F)F (stereo not given)	-7	·	-1
85	Cc1ccc(C)c(-n2[nH]c(-c3ccccc3F)c(-c3ccc(N)cc3)c2=O)c1	-4	·	29
86	CC1CN(Cc2c(O)ccc3cc(Br)ccc23)CCO1 (stereo not given)	-10	-8	5

Hits appear at their usual frequency; 0.29% or so of the library scored in one or more.
